Pf growth 48h – inhibits P. falciparum growth in the first generation, 48 h; AID 504832; hit rate 5.9% among 310,000; P. falciparum luciferase growth in erythrocytes, 48 h; Potency, µM (doses to about 28.7 µM), for the others: top-dose activity change, negative = inhibition, hits mostly inhibitors; note: potency is the fitted concentration of half-maximal effect; % is set by controls: 0 for no effect and ±100 for the full control effect
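In quantitative HTS format, infected erythrocytes bearing luciferase-reporter parasites were treated for a single generation at 37 C. Luminescence after adding detection reagent served as the growth measure.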
Giardia FBPA inh – inhibitors of Giardia lamblia fructose-1,6-bisphosphate aldolase. purified Giardia FBPA. Potency, µM (doses to about 59.6 µM), inactives show at the highest dose activity, negative = inhibition, usual class: inhibitors. A8B2U2. AID 2451. hit rate 0.71% among 290,000; note: potency is the fitted concentration of half-maximal effect; % is set by controls: 0 for no effect and ±100 for the full control effect; nearly all actives have a fitted effect of over 55% in size
Target sequence (A8B2U2 whole entry, looked up): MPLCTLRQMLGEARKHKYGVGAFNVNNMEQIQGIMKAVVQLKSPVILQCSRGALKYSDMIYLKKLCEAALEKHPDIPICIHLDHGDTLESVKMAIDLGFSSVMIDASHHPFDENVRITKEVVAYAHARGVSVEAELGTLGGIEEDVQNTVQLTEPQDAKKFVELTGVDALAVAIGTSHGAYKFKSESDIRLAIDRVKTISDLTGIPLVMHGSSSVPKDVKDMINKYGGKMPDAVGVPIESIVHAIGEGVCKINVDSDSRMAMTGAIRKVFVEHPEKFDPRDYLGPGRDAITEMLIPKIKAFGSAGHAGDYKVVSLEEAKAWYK
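40 nM FBPA preincubated 10 min at RT with compound (up to 57.5 uM final), then substrate plus GAPDH/TPI/NAD/arsenate coupling and diaphorase/resazurin added. Fluorescence read after 20 min at RT, 525/598 nm.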
Shiga inhibitor – Shiga toxin inhibition. Vero cells, Shiga toxin protein synthesis inhibition reporter. inhibition, % at 38.7 µM. hit rate 9.2% among 290,000. AID 2315; in the data active = inhibition mostly above about 28%, no sharp cut-off; inactive = mostly below about 43%; note: 0% is about no effect
Sm TGR block – blocks Schistosoma mansoni thioredoxin glutathione reductase; Potency, µM (highest dose often 114 µM), for the others: top-dose activity change, negative = inhibition, hits mostly inhibitors; purified TGR, DTNB reduction, TNB absorbance 405 nm; hit rate 3% among 360,000; Q962Y6; note: potency is the fitted concentration of half-maximal effect; % is set by controls: 0 for no effect and ±100 for the full control effect; nearly all actives have a fitted effect of over 60% in size
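First, TGR (20 nM dispensed) and NADPH were mixed with compound. Second, a 15 min room-temperature incubation followed. Third, further NADPH and then DTNB were added to start the reaction. Finally, TNB absorbance was monitored kinetically.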
Cycloheximide cs – counter-screen hit for Shiga toxin inhibitors, cycloheximide; AID 2314; max response, %; hit rate 12% among 300,000; cell reporter, cycloheximide protein synthesis inhibition counterscreen; in the data active = max response mostly above about 13%, no sharp cut-off; inactive = mostly below about 14%; note: read at 38.3 µM for the half of the compounds with a filed dose; 0% is about no effect
Pf growth 96h – P. falciparum growth inhibition at 96 hour, primary screen for plastid delayed-death inhibitors. Potency, µM (top dose mostly 28.7 µM), for the others: top-dose activity change, negative = inhibition, actives largely listed as inhibitors. P. falciparum luciferase reporter growth, 96 h. hit rate 6.9% among 320,000; note: potency is the fitted concentration of half-maximal effect; % is set by controls: 0 for no effect and ±100 for the full control effect
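Two-generation exposure (96 h) targets delayed-death phenotype. Reporter parasites carrying integrated firefly luciferase, in red cells at 2% hematocrit and 0.05% parasitemia final, kept at 37 C, 5% CO2; luminescence loss indicates inhibition.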
* = called active by the depositor; u = inconclusive; x = no result given; & = joins results of further samples; [ ] = remark or other dose. Unless noted, calls come from the whole dose curve; as a rule, active = well fitted curve in the direction sought with a large enough effect; inconclusive = small, poorly fitted or top-dose-only effect, or another doubt; inactive = no such curve, though single readings can be large; an effect the other way counts as inactive or inconclusive.

The opening 2 compounds, to show the layout:
SMILES,Pf growth 48h,Giardia FBPA inh,Shiga inhibitor,Sm TGR block,Cycloheximide cs,Pf growth 96h
Nc1cccc2c(=O)c3ccccc3[nH]c12,1.9µM*,-6%,-2,-16%,7,1.9µM*
Cc1ccc2c(c1)N(CC(=O)N1CCCC(C)C1)C(=O)CO2 (stereo unspecified),14%,x,3,-9%,-4,-4%

All compounds of this part, repeating the preview:
SMILES,Pf growth 48h,Giardia FBPA inh,Shiga inhibitor,Sm TGR block,Cycloheximide cs,Pf growth 96h
Nc1cccc2c(=O)c3ccccc3[nH]c12,1.9µM*,-6%,-2,-16%,7,1.9µM*
Cc1ccc2c(c1)N(CC(=O)N1CCCC(C)C1)C(=O)CO2 (stereo unspecified),14%,x,3,-9%,-4,-4%
COc1ccc(-n2cc(-c3ccc(C)cc3)[n+]3c2SCC3)cc1,0.59µM*,-2%,-9,-6%,-8,u
COc1ccc(N(CC(=O)Nc2cc(OC)cc(OC)c2)S(=O)(=O)c2c(C)n[nH]c2C)cc1,u,x,6,1%,-1,4%
Cc1cccc(OCCNC(=O)c2ncn[nH]2)c1,-7%,-7%,25,6%,3,u
COc1ccc(C)cc1N(CC(=O)NC1CCCC1)C(=O)CCC(=O)Nc1cc(C)on1,-8%,-7%,-6,2%,-5,32%[activator]
CN(CC(=O)Nc1cccc(F)c1)C(=O)C1CSC2(C)CCC(=O)N12 (stereo unspecified),0%,x,x,0%,x,21%
O=C(Nc1ccc2[nH]c(=O)[nH]c2c1)c1ccc(Br)o1,32%[activator],6%,11,-14%,2,u
O=C(c1ccco1)N1CCN(Cc2cccc3ccccc23)CC1,u,16µM*,-26,4%,-2,30%
CCCNC(=O)Nc1cc(S(=O)(=O)CC)ccc1O,7%,2%,12,4%,-2,22%
COCCN1CN=C(Nc2nc(C)c3ccc(C)cc3n2)NC1,2.1µM*,7%,-14,1%,-4,3%
Nc1ccc(Oc2ncccn2)c(Cl)c1,36%[activator],-6%,40,51%[activator],10,27%
Cc1ccc(-c2nc(CN(Cc3cnn(C)c3)C(C)C)c(C)o2)o1,-6%,-26%,-9,u,0,7.4µM*
O=C(NC(Cc1c[nH]c2ccccc12)c1nnc2n1CCCCC2)c1ccccc1 (stereo unspecified),15%,x,-16,10%,-1,41%[activator]
CC1(C)CC(=O)c2cnc(NC(=O)Cc3ccc(Cl)cc3)nc2C1,4%,6%,1,4%,3,24%
Nc1c(C(=O)c2ccc(Br)s2)oc2ccccc12,34%[activator],-3%,37,-19%,23*,176%[activator]
Cc1ccc(OCC(=O)N(Cc2cccs2)C2CCS(=O)(=O)C2)cc1C (stereo unspecified),1%,1%,-8,2%,1,-13%
CC(=O)c1ccc(NC(=S)NC(C)CCc2ccccc2)cc1 (stereo unspecified),u,-1%,-4,2%,1,9.3µM*
COc1ccc2oc(C(F)(F)C(F)(F)F)cc(=O)c2c1,u,-1%,-4,-28%,13,60%[activator]
Cc1ccc(NC(=O)CN(C)C(=O)Cc2c(Cl)cccc2Cl)cc1,u,-5%,-2,-13%,-3,u

Remaining list, next part
SMILES,Pf growth 48h,Giardia FBPA inh,Shiga inhibitor,Sm TGR block,Cycloheximide cs,Pf growth 96h
CCCn1nc(C(=O)NNC(=O)CCCOc2ccc(OC)cc2)c2ccccc2c1=O,u,x,x,-3%,x,u
O=C(O)C1C2CCC(O2)C1C(=O)Nc1ccc(F)cc1 (stereo unspecified),10%,-27%,-5,x,1,25%
Cc1ccc2c(c1)N(CCCC(=O)NCC1COc3ccccc3O1)C(=O)CO2 (stereo unspecified),1%,4%,-9,6%,-1,14%
COc1ccc(CCNC(=O)C(=O)c2c(C)[nH]c3ccccc23)cc1,-5%,x,-5,0%,-7,u
COc1ccc(-c2cc(-c3ccc(OC)c(OC)c3)n[nH]2)c(O)c1,x,5%,97*,2%,71*,u
c1ccc(CN(Cc2ccccc2)c2nn[nH]n2)cc1,17%,13%,14,1%,-1,u
O=C(NCC1CCCO1)C1CCCN1C(=O)Nc1ccc(Cl)cc1 (stereo unspecified),20%,2%,14,16%,-3,37%[activator]
CCOC(=O)CC1(c2ccc(OC)c(OC)c2)C(=O)c2ccccc2C1=O,-6%,1%,-5,5%,-2,u
Cc1cc(Cl)ccc1OCC(=O)N/N=C1\CCCc2ccccc21,-13%,0%,8,13%,0,62%[activator]
Cc1cc(Br)ccc1OCCCCNCCO,u,-27%,-10,2%,-2,10µM*
O=C(COC(=O)Cc1ccc(F)cc1)Nc1ccc(Cl)cn1,-14%,x,x,-6%,x,-17%
CNc1nnc(-c2ccc(C)cc2)c2ccccc12,-2%,1%,-27,1%,-1,2%
CCN(CC(=O)NC(C)(C)C)C(=O)C(c1ccccc1)c1ccccc1,-9%,9%,-2,0%,1,-6%
Cc1ccc(/C=C2\S/C(=N/S(=O)(=O)c3cccs3)NC2=O)cc1,41%[activator],28%,-11,-20%,1,14%
O=C(COC(=O)c1c(F)cccc1Cl)NC(=O)Nc1ccc2c(c1)OCCO2,43%[activator],x,x,-20%,x,14%
COC(=O)c1ccc(SCC(=O)NC2CCCC2)c([N+](=O)[O-])c1,38%[activator],10%,-4,-7%,2,38%[activator]
CC1(C)CC(=O)C(CS(=O)(=O)c2ccccc2)=C(Cl)C1,74%[activator],x,-4,7.1µM*,-2,1%
O=C(COc1coc(CN2CCN(c3ccccc3)CC2)cc1=O)Nc1ccccc1F,-16%,x,x,1%,x,2%
COc1ccc(C(C)=O)cc1CN1CC=C(c2ccccc2)CC1,-20%,u,-10,-24%,-9,u
Cc1ccc(NC(=O)C(=Cc2ccc(C(=O)O)cc2)C(=O)Nc2ccc(C)cc2C)c(C)c1,u,4%,19,-32%,2,u

Profiles from above.
Results for CNc1nnc(-c2ccc(C)cc2)c2ccccc12 → Pf growth 48h = -2%; Giardia FBPA inh = 1%; Shiga inhibitor = -27; Sm TGR block = 1%; Cycloheximide cs = -1; Pf growth 96h = 2%
Results for O=C(COC(=O)Cc1ccc(F)cc1)Nc1ccc(Cl)cn1 → Pf growth 48h = -14%; Giardia FBPA inh = x; Shiga inhibitor = x; Sm TGR block = -6%; Cycloheximide cs = x; Pf growth 96h = -17%

Continued:
SMILES,Pf growth 48h,Giardia FBPA inh,Shiga inhibitor,Sm TGR block,Cycloheximide cs,Pf growth 96h
Fc1cccc(/C=N/NC(=S)Nc2ccccc2Cl)c1,101%[activator],-12%,31,-16%,36*,221%[activator]
COC(=O)c1ccc(NC(=O)Nc2cccc(F)c2)cc1,335%[activator],-2%,86*,20%,54*,11%
CCOC(=O)C1CCCN(C(=O)C(=O)Nc2ccc3nc4n(c(=O)c3c2)CCCCC4)C1 (stereo unspecified),u,10%,-4,10%,-3,81%[activator]
CCC(C)c1ccccc1NC(=O)C(C)OC(=O)c1ccco1 (stereo unspecified),-9%,x,x,-1%,x,25%
Cc1ccc(C(=O)Nc2ccc3c(c2)OCO3)cc1S(=O)(=O)N1CCCC1,u,-4%,45*,-3%,46*,15%
CCC(c1nc2ccccc2c(=O)n1CCCn1ccnc1)N1C(=O)c2ccccc2C1=O (stereo unspecified),u,4%,-12,-9%,-2,32%
Fc1ccccc1/C=C1\CCCC2=C1Nc1ncnn1C2c1ccccc1F (stereo unspecified),x,-16%,-33,1.3µM*,-5,1µM*
NC1=C(c2ccc([N+](=O)[O-])cc2)C(=O)CO1,2%,4%,-62,-3%,12,19%
CCCN(CCC)C1=CC(=[N+]2CCCC2)CC(C)(C)C1,1.5µM*,5%,-2,1%,-2,0.33µM*
O=C(Nc1nc(-c2cccs2)cs1)c1ccc(S(=O)(=O)N2CCCCC2)cc1,u,0%,-9,7%,3,-7%
COc1ccccc1-c1ccc(/C=C2/C=C(C)OC2=O)o1,u,u,13,u,-2,u
COc1cccc(Cn2c(-c3cccs3)noc2=O)c1,-4%,-5%,23,6%,11,u
S=C(c1c[nH]c2ccc(Br)cc12)N1CCOCC1,31%[5.75 µM],-13%,-2,15%,-2,36%[activator]
Cn1c(/N=C/c2c[nH]c3ccccc23)nc2ccccc21,12%,-4%,18,1%,2,21%
CC/C(=N\NC(=O)c1ccccc1O)c1c(O)n(Cc2ccccc2)c(=O)[nH]c1=O,u,21%,59*,u,23*,-9%
O=C(c1ccc(=O)oc1)N1CCC(C(O)(c2ccccc2)c2ccccc2)CC1,u,13%,-3,8%,1,0%
COc1ccccc1NC(=O)N(c1c(N)n(Cc2ccccc2)c(=O)[nH]c1=O)C1CCCC1,u,1%,-9,-3%,-3,u
Cc1cccc(N/C(N)=N/c2nc3c(c(=O)[nH]2)CCCC3)c1,13%,-9%,-8,2%,1,22%
O=C(/C=C/c1ccc(F)cc1)NC(Cc1c[nH]c2ccccc12)C(=O)O (stereo unspecified),-2%,-2%,-12,0%,-5,35%[activator]
COc1ccccc1N1CCN(Cc2ccc(-c3ccccc3[N+](=O)[O-])o2)CC1,11%,-26%,-2,25µM*,1,u

More entries
SMILES,Pf growth 48h,Giardia FBPA inh,Shiga inhibitor,Sm TGR block,Cycloheximide cs,Pf growth 96h
CC(C)Oc1ccc(C(=O)NC(Cc2c[nH]c3ccccc23)C(=O)NN)cc1 (stereo unspecified),16%,9%,37*,-2%,9,22%
COC(=O)c1c(NC(=O)/C=C/C(=O)O)sc(C)c1-c1ccc(C)cc1,u,u,36,x,-4,7%
COC(=O)c1ccc(-c2ccc(/C=N/N3C(=O)C4C5C=CC(CC5)C4C3=O)o2)cc1 (stereo unspecified),75%[activator],-1%,37,x,35*,4%
CCN(CC)S(=O)(=O)c1ccc(Cl)c(NC(=O)COc2ccccc2[N+](=O)[O-])c1,-18%,-5%,-17,-14%,-1,3%
COc1ccccc1N(CC(=O)N/N=C/c1ccc(OCC(=O)NCc2ccco2)cc1)S(=O)(=O)c1ccc(C)cc1,x,6%,-15,4%,-2,u
Cc1cc(C)n2nc(C(=O)OCC(=O)Nc3ccc4c(c3)OCO4)nc2n1,13%,-5%,-8,-8%,3,x
CC1CCN(S(=O)(=O)c2ccc3nc(N4CCN(c5ccccc5)CC4)ccc3c2)CC1,-3%,x,17,-3%&1%,-7,10µM*
CCn1c(=O)c2sccc2n2c(CCCC(=O)N3CCN(c4ccccn4)CC3)nnc12,10µM*,x,5,6%,6,u
COc1ccc(NC(=O)/C=N/O)cc1,6%,-1%,-24,-16%,2,u
CCCCn1c(=O)c2ccccc2c2ccccc2c1=O,-6%,-8%,-6,-1%,-2,x
CCC(=O)Nc1cccc(C2=NOC3(C2)C[C@@H](C(N)=O)N(C(=O)C(c2ccccc2)c2ccccc2)C3)c1 (stereo partly specified),25%,-3%,-6,-2%,-5,u
CC(OC(=O)CSc1ccc([N+](=O)[O-])cc1)C(=O)NCc1ccccc1 (stereo unspecified),2%,x,x,-5%,x,1%
O=C(CSc1nnc(NC(=O)Cc2ccccc2)s1)NCc1ccco1,-6%,0%,-8,u,-2,15%
Nc1c(S(=O)(=O)c2cccs2)c2nc3ccccc3nc2n1CC1CCCO1 (stereo unspecified),u,-1%,-5,-17%,-4,15%
Cc1ccc(-n2cc(-c3ccccc3)[nH]c2=O)cc1F,181%[activator],-8%,115*,u,46*,u
Cc1onc(-c2ccccc2)c1C(=O)Nc1sc2c(c1C#N)CCC2,-4%,-12%,3,-22%,-2,x
Cc1ccc(C)c(-n2nnnc2SCC(=O)Nc2cccc(-c3nnc4n3CCCCC4)c2)c1,9.3µM*,3%,54,0%,14,u
O=C(CSc1nnc(Cc2cccs2)n1CCc1ccccc1)N1CCCc2ccccc21,9.3µM*,2%,-22,-4%,12,x
